RAD54 inh – blocks human RAD54 Holliday junction branch migration. FAM/BHQ fluorescence. inhibition, % at 10.4 µM. 360,000 tested, 0.14% active. AID 602329;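 active means mean normalized replicate activity at least 40 and at least half of replicates scoring 40 or more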;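 further: 0% = median of neutral control wells and 100% = median of positive control wells; inhibitors cause a drop in the FAM fluorescence signal; in these data hits start at about 50%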
RAD52 anneal inh – inhibitors of human RAD52 DNA annealing; P43351; recombinant RAD52 DNA annealing, FRET fluorescence; inhibition, % at 18.7 µM; 360,000 tested, 0.46% active; AID 651710;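 active means every replicate showing at least 50% inhibition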
CASP6 VEID inh – caspase-6 (human) enzyme inhibition; purified caspase-6, Z-VEID-R110 cleavage fluorescence; 350,000 tested, 0.53% active; inhibition, % at 12.5 µM; P55212;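 active means mean inhibition across replicates at least about 35%, with every replicate also reaching that limit, limit read from the data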;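 further: 0% = median of neutral control wells and 100% = no fluorescence left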
Target sequence (P55212 24-179 limits assumed): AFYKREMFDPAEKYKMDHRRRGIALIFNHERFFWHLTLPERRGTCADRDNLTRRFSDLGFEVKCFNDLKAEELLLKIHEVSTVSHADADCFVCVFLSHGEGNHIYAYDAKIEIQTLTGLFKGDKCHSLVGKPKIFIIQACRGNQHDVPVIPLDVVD
Target sequence (P55212 194-293 limits assumed): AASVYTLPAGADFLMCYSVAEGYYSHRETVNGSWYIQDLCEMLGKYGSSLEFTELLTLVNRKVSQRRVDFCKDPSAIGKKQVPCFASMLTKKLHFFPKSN
ARNT TACC3 PPI – disruptors of human ARNT/TACC3 interaction. AlphaScreen His-ARNT PAS-B/GST-TACC3 binding, luminescence; TACC3 fragment carries E629A point mutation. 390,000 tested, 0.66% active. inhibition, % at 9.99 µM. Q9Y6A5;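 active means mean inhibition of replicates at least 50% and at least half of replicates each reaching 50%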;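 further: 0% = complete ARNT plus TACC3 wells and 100% = ARNT alone without TACC3; many hits fall short of the cut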
E-selectin induc – induces E-selectin expression in human endothelial cells | activation, % at 7.58 µM | 260,000 tested, 0.37% active | HUVEC E-selectin immunofluorescence imaging; normalized: neutral wells 0, TNF-alpha wells 100 | AID 686992;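 active means mean E-selectin-positive cell signal at least 10% of the positive control, reached in at least 60% of replicates, without over 20% cell loss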;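 further: in these data hits start at about 27%; measured in HUVEC primary endothelial cells; signal is the percent of cells scored E-selectin positive by PE staining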
Target sequence (P16581 whole entry, looked up): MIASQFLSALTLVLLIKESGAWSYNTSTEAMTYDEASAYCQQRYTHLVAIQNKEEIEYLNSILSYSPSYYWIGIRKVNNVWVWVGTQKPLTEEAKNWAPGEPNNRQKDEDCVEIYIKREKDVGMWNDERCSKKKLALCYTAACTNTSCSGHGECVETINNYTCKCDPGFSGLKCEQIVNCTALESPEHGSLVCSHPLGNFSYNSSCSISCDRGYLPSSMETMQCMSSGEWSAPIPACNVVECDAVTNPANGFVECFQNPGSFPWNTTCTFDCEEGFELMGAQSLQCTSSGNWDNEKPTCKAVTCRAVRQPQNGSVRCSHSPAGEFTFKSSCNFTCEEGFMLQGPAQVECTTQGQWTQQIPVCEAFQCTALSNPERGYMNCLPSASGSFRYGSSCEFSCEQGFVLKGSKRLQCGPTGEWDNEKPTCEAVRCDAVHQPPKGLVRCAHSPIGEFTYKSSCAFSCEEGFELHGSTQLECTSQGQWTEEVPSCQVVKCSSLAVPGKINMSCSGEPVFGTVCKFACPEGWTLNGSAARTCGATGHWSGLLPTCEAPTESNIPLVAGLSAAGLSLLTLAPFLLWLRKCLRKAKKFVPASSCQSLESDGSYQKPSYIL
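System: HUVEC, human umbilical vein endothelial cells; quantity: 3,000 cells/well; buffer or medium: EGM-2 medium, gelatin-coated wells; dosing: single-point compound dose; detection: immunofluorescence imaging; evaluation: % PE-positive cells; benchmarks: TNF-alpha, DMSO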
PglD DTNB – blocks C. jejuni PglD acetyltransferase activity; purified PglD enzyme, DTNB colorimetric CoA detection; 360,000 tested, 0.098% active; inhibition, % at 12.5 µM; in the data active means inhibition above about 16%, passing the limit was not always enough; further: strong numbers were not always called active
esBAF inh – blocks esBAF chromatin remodeling in mouse ES cells. reporter increase, % at 12.5 µM. 350,000 tested, 2% active. Bmi1-luciferase knock-in reporter, 24 h; 100% = twice the neutral-well signal; in the data active means activation above about 40%;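 further: 0% = median of the plate's neutral control wells and 100% = double that signal; a rise in the Bmi1 reporter signal indicates esBAF inhibition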
ERp5 block – blocks human ERp5 reductase activity on insulin | Q15084 | ERp5 insulin aggregation, absorbance 650 nm, 90 min | inhibition, % at 9.99 µM | 350,000 tested, 0.05% active | AID 651711;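 active means mean replicate inhibition above about 25%, with every replicate also reaching it, limit read from the data, passing the limit was not always enough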
* = called active by the depositor; . = no result given; & = joins results of further samples.

SMILES | CASP6 VEID inh | esBAF inh | RAD52 anneal inh | PglD DTNB | RAD54 inh | ARNT TACC3 PPI | E-selectin induc | ERp5 block
O=C(CC1Oc2ccccc2NC1=O)NC1CC1 (stereo unspecified) | 4 | -6 | -20 | -2 | 0 | -13 | . | -5
Cc1noc(C)c1NC(=O)N(C)C[C@H]1Oc2c(NC(=O)C3CCOCC3)cccc2C(=O)N([C@@H](C)CO)C[C@@H]1C | -1 | -3 | 8 | -1 | -2 | -5 | 0.0 | -6
CC(=O)NC(=S)Nc1cccc([N+](=O)[O-])c1 | 6 | . | -8 | . | . | 4 | . | 2
COc1ccc2c3c([nH]c2c1)[C@@H](CO)N(C(C)=O)CC31CCN(C(=O)c2cccc(F)c2)CC1 | -1 | . | 8 | . | . | . | 0.0 | -1
CCOC(=O)c1cn2nc(Oc3ccc(C(=O)OC)cc3)ccc2n1 | 4 | . | -23 | . | . | -4 | . | 0
CC(=O)Nc1ccc(C2NC(=S)N(c3ccccc3C(F)(F)F)C(C)=C2C(=O)N2CCOCC2)cc1 (stereo unspecified) | -1 | 2 | -17 | 5 | -7 | -1 | . | -2
COc1ccccc1NC(=O)N1CC(=O)N2[C@H](CO)[C@H](c3ccc(C#CC4CC4)cc3)[C@@H]2C1 | 0 | . | -5 | . | . | . | -0.6 | 0
CCOC(=O)c1nnn2c1nc(N(CC)CC)c1ccccc12 | -5 | -6 | -19 | -1 | 2 | 1 | . | 1
C[C@@H]1CN([C@@H](C)CO)S(=O)(=O)c2ccc(-c3ccncc3)cc2O[C@@H]1CN(C)C | -1 | 3 | -8 | 0 | -3 | -8 | 1.3 | 5
CCNC(=O)C[C@@H]1CC[C@H](NC(=O)C2CC2)[C@H](CO)O1 | -2 | 0 | 7 | 4 | -2 | 15 | -0.4 | -1
O=C(N/N=C/C(Br)=C/c1ccccc1)C(O)c1ccccc1 (stereo unspecified) | 2 | . | -22 | 2 | -1 | 18 | 2.1 | 6
Cc1cc(/C=N/NC(=O)c2nn(C)cc2Cl)c(C)n1-c1cccc(Br)c1 | 2 | . | -8 | 1 | 6 | 3 | . | -7
O=C(NCCc1ccc(C(F)(F)F)cc1)c1ccc(Cl)nc1 | 4 | 4 | -6 | -3 | -13 | -15 | 0.1 | 4
Nc1nonc1-n1nnc(C(=O)c2ccccc2)c1-c1ccccc1 | . | -2 | . | 5 | -1 | 1 | . | .
CCOC(=O)c1c(C)[nH]c(C(=O)COC(=O)Cn2cc(C(F)(F)F)ccc2=O)c1C | 3 | 0 | -10 | -4 | 5 | . | 0.1 | 4
CN1CCN(c2ccc(-c3cccc(NC(=O)COc4ccccc4)c3)nn2)CC1 | -1 | -5 | -8 | 10 | -15 | -9 | . | 8
CC1(C)NC(C)(C)c2nonc2/C1=N\O | . | 3 | . | -2 | 1 | -2 | . | .
O=C1NC2=C(C(=O)CCC2)C(c2ccccc2Cl)N1 (stereo unspecified) | -5 | -4 | -7 | . | . | -37 | . | 2
N#C/C(=C(/O)COC(=O)CCCNC(=O)c1ccc(Cl)cc1)c1nc2ccccc2[nH]1 | . | 5 | . | -6 | 4 | 5 | . | .
CCc1nnc(N/N=C/c2c(C)[nH]c3ccccc23)n1N | 4 | . | 5 | . | . | -2 | 0.0 | -4
COc1ccc(Cn2nnnc2CN2CCOCC2)cc1 | -1 | -11 | 0 | 0 | -2 | -2 | . | -4
COc1cccc(NC(=O)C2C(c3ccccc3)C2(Cl)Cl)c1 (stereo unspecified) | 0 | 1 | -3 | -2 | 2 | 21 | -0.1 | -2
Cc1ccc(C(C)(C)C)cc1S(=O)(=O)Nc1ncnc2sccc12 | 8 | -5 | -2 | . | . | . | -0.5 | -3
CCCc1ccc(OCC(=O)Nc2cc(S(=O)(=O)CC)ccc2O)cc1 | -2 | -8 | -2 | 3 | -8 | -2 | . | -4
COc1ccc(CN(C)C(=O)CNC(=O)Cc2cccc3ccccc23)c(OC)c1OC | -3 | 1 | -62 | -1 | -5 | 0 | 0.8 | -11
COc1ccc(CN(C)CCCn2cnc3c(OC)ncnc32)cc1OC | 0 | -3 | -13 | 5 | -8 | . | -0.1 | -7
O=C(CNCC1CCCO1)Nc1ccccc1N1CCCCCC1 (stereo unspecified) | . | -5 | . | -3 | -3 | 0 | . | .
Cc1ccc(-n2c(C)cc(C(=O)COC(=O)C3=NNC(=O)CC3)c2C)cc1 | . | -57 | . | 4 | -1 | 4 | . | .
CC12CCC(=O)N1C(C(=O)NNC(=O)COc1ccccc1F)CS2 (stereo unspecified) | -1 | 3 | -4 | 3 | 1 | -3 | . | 9
CSc1ccccc1OCc1cc(C(=O)NCCC2=CCCCC2)no1 | 2 | 3 | -22 | -1 | 11 | -1 | . | 6
Cc1cccc(N2C(=O)c3cccc4cccc(c34)C2=O)c1 | 1 | -1 | 1 | 4 | 11 | -10 | . | 2
C[C@@H](NC(=O)C[C@H]1CC[C@@H]2[C@H](COC[C@@H](O)CN2Cc2cc(F)ccc2F)O1)c1ccccc1 | 1 | -3 | 1 | 4 | 13 | 5 | 0.0 | 1
COc1cccc(-c2ccc3c(c2)[C@H]2[C@H](CCN2C(=O)C2CCC2)[C@@H](CO)N3)c1 | . | 3 | . | 1 | 6 | -6 | 0.2 | .
Cc1[nH]c2ccc(C(=O)N3CCN(c4ccccc4Cl)CC3)cc2c1C | 10 | 1 | -19 | -3 | 0 | 4 | . | -2
C=C(C)C1CC=C(C)/C(=N/NC(=O)c2cccc([N+](=O)[O-])c2)C1 (stereo unspecified) | . | 0 | . | 3 | 0 | -2 | . | .
CC(C)N(C(=O)COC(=O)c1ccc(Cl)s1)c1ccccc1 | -2 | -5 | 2 | -3 | 5 | 1 | -0.8 | 1
COc1ccc(CN(C)C[C@H]2Oc3ccc(NC(=O)Cn4cnnn4)cc3CC(=O)N([C@H](C)CO)C[C@H]2C)cc1 | -2 | -5 | -5 | -1 | 10 | 6 | . | -4
c1ccc2c(NCC3CCCO3)nc(N3CCCCC3)nc2c1 (stereo unspecified) | -1 | 1 | -2 | -1 | -7 | -5 | -0.1 | 3
Cc1ccc(C(=O)N2CCCC(CCC(=O)N3CCN(c4ccccn4)CC3)C2)cc1C (stereo unspecified) | -2 | 2 | -12 | -6 | 2 | 2 | . | -1
Cc1cc(C)cc(N2CC(C(=O)O)CC2=O)c1 (stereo unspecified) | . | -10 | . | 5 | -33 | -25 | . | .
Cc1ccc(C)c(Cn2c(CO)nc3ccccc32)c1 | . | 1 | . | 3 | 2 | 1 | . | .
Cc1ncc(CO)c2cc(C(N)=O)c(=Nc3ccccc3)oc12 | . | 7 | . | -5 | 14 | 6 | . | .
COCC1CCCCN1C(=O)c1ccc(OC2CCN(Cc3ccccn3)CC2)cc1 (stereo unspecified) | 0 | 2 | -9 | 3 | 8 | 14 | 1.2 | -3
O=C1CCCC(=O)N1c1ccc(O)cc1 | 1 | . | -10 | . | . | . | -0.6 | 0
COc1cccc(S(=O)(=O)Nc2ccc3c(c2)[C@@H]2C[C@@H](CC(=O)NCc4cccc(F)c4)O[C@@H](CO)[C@@H]2O3)c1 | 2 | 4 | -12 | -3 | -1 | 13 | 0.7 | -9
CCC(=O)N(C)C[C@H]1Oc2cc(-c3cccnc3)ccc2S(=O)(=O)N([C@H](C)CO)C[C@H]1C | -2&0 | 0&1 | -7&-4 | -1&-3 | 1&9 | -7 | 1.9 | -8&-3
COC(=O)C(Cc1ccccc1)NC(=O)CSc1nc(N)cc(=O)[nH]1 (stereo unspecified) | . | 0 | . | -6 | 9 | -3 | . | .
CC(=O)Oc1ccc(C(=O)Nc2cc(NC(=O)c3ccc(OC(C)=O)cc3)cc(C(=O)NC(C)(C)C)c2)cc1 | 1 | . | -46 | . | . | -1 | -0.1 | -5
C[C@H]1CN([C@@H](C)CO)C(=O)c2cc(NC(=O)c3ccncc3)ccc2O[C@H]1CN(C)Cc1ccc2c(c1)OCO2 | . | 1 | 12 | . | . | . | -2.9 | 3
N/C(=N\OC(=O)c1ccc(Br)o1)c1ccccn1 | 2 | 6 | -16 | -9 | -13 | 2 | 3.3 | 3
Cc1ccc(-c2csc(NC(=O)N3CCOCC3)n2)cc1 | 0 | 83* | -8 | 1 | 6 | -6 | . | -2
Cc1ccc(S(=O)(=O)Nc2ccc3c(c2)C(=O)N([C@H](C)CO)C[C@H](C)[C@H](CN(C)S(=O)(=O)c2ccc(F)cc2)O3)cc1 | 1 | 6 | 11 | . | . | . | 5.6 | 4
C[C@H]1CN([C@@H](C)CO)C(=O)Cc2cc(NC(=O)CCN3CCOCC3)ccc2O[C@@H]1CN(C)Cc1ccccc1 | 35 | 2 | 9 | -2 | 2 | 2 | -0.1 | -3
CO[C@H]1CN(C)C(=O)c2cccc(C#N)c2OCC[C@@H]2CC[C@@H](OC)[C@@H](CN(C)C(=O)[C@@H]1C)O2 | -1 | -1 | -1 | 1 | 11 | -2 | 0.2 | 6
Cc1noc(C)c1NC(=O)Nc1cccc2c1O[C@@H](CN(C)Cc1ccncc1)[C@@H](C)CN([C@@H](C)CO)C2=O | 1 | 0 | 1 | 1 | -1 | . | . | -7
Cn1nnnc1SCC(=O)Nc1ccccc1Cc1ccccc1 | . | 6 | . | 2 | 0 | 18 | . | .
CCOC(=O)c1c(NC(=O)C2C3C=CC(C3)C2C(=O)O)sc2c1CC(C)CC2 (stereo unspecified) | 4 | 3 | -14 | . | . | -6 | -0.1 | -1
CCc1nnc(NC(=O)Cc2ccc(OC)c(S(=O)(=O)N3CCOCC3)c2)s1 | 1 | -4 | -16 | 0 | 3 | . | 0.2 | 10
CCS(=O)(=O)Nc1ccc2c(c1)C(=O)N(C)[C@@H]1CC[C@H](CC(=O)NCc3ccc(OC)cc3)O[C@@H]1CO2 | -1 | -1 | -13 | -3 | 4 | 2 | -0.1 | -1
CC(C)OC(=O)N(C)C[C@@H]1OCc2cn(nn2)CCCC(=O)N([C@H](C)CO)C[C@@H]1C | 0 | 2 | 2 | -1 | -1 | -4 | -0.1 | 2

Additional entries:
SMILES | CASP6 VEID inh | esBAF inh | RAD52 anneal inh | PglD DTNB | RAD54 inh | ARNT TACC3 PPI | E-selectin induc | ERp5 block
Cc1ccc(S(=O)(=O)N2CCN(C(=O)N(C)C)CC2)cc1C | . | -2 | . | -3 | 11 | -1 | . | .
O=S(=O)(c1ccccc1F)N1C[C@H]2[C@@H](c3ccccc31)[C@@H](CO)N2Cc1ccc2c(c1)OCO2 | -2 | 3 | -115 | 1 | -17 | 5 | -0.2 | -12
Cc1oc2c(CN3CCCCC3)c(O)ccc2c(=O)c1-c1ccc(Cl)cc1 | -2 | 2 | -17 | 0 | 2 | -4 | 0.0 | -1
COCC(=O)N1[C@H](CO)[C@H]2c3ccccc3N(C)C[C@H]21 | 5 | 0 | -4 | 0 | 9 | 4 | 0.2 | -1
CN(c1ncnc(N)c1[N+](=O)[O-])C1CCCCC1 | -2 | -10 | -10 | 4 | 0 | 1 | . | 5
CSc1ncccc1C(=O)OCC(=O)NC(C)(C)C | 0 | 3 | -12 | -2 | 8 | -1 | . | 0
O=C1c2ccccc2C(=O)N1OCCCN1C(=O)c2ccccc2S1(=O)=O | 0 | . | -21 | . | . | -4 | -0.9 | -6
O=C(NNC(=O)c1ccccc1F)c1ccc2[nH]c(=O)c(=O)[nH]c2c1 | 5 | 27 | 9 | -5 | -2 | 11 | 0.3 | -1

Look-ups from the entries so far.
PglD DTNB, Cc1oc2c(CN3CCCCC3)c(O)ccc2c(=O)c1-c1ccc(Cl)cc1 is entered as 0
esBAF inh, COc1ccc(CN(C)C[C@H]2Oc3ccc(NC(=O)Cn4cnnn4)cc3CC(=O)N([C@H](C)CO)C[C@H]2C)cc1 is entered as -5

Screening results deposited in PubChem BioAssay by Broad Institute.
